Compound activity as filed in PubChem.
KOR beta-arrestin-1: kappa opioid receptor activators – cell-based, luminescence, uHTS, primary screen (AID 1777) | KOR beta-arrestin recruitment, luminescence; higher % means a stronger effect | activation, % at 10 µM, or EC50 in µM where a hit was titrated | 280,000 tested, 0.02% active; in the data active means activation above about 50%, passing the limit was not always enough; further: a part of the inactive calls stands beside numbers as strong as those of hits
SV40 large T antigen: SV40 large T antigen inhibitors, biochemical (AID 1903); SV40 large T antigen ATPase/helicase inhibition assay; higher % means a stronger effect; one-dose inhibition, % at 20 µM; IC50 in µM for titrated hits; 310,000 tested, 0.39% active; in the data active means a potency from the dose series; further: strong numbers were not always called active
HIV fusion peptide: inhibitors of HIV fusion peptide binding, primary screen, biochemical, uHTS, fluorescence dequenching (AID 1986) | cell-free peptide binding, fluorescence dequenching, 30 min; higher % means a stronger effect | inhibition, % at 20 µM; hits with a dose series show IC50 in µM | 290,000 tested, 0.3% active; in the data active means inhibition mostly above about 52%, no sharp cut-off; inactive means mostly below about 76%; further: some results filed as inactive read as strong as hits
GPR55 antagonists: GPR55 antagonists blocking LPI-driven arrestin recruitment, primary screen, imaging, U2OS, beta-arrestin-GFP, LPI agonist (AID 2013) | 290,000 tested, 0.13% active | U2OS GPR55 beta-arrestin-GFP translocation imaging, LPI antagonism; higher % means a stronger effect | one-dose inhibition, % at 10 µM; IC50 in µM for titrated hits;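 active means spots per cell inhibited over 60%, with over 100 cells counted and total cytoplasm intensity under 500,000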;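 further: U2OS cells stably carrying GPR55 and arrestin-GFP stimulated by 5 µM LPI near EC80; imaged beta-arrestin-GFP aggregate spots per cell after agonist stimulation; plate controls were LPI-stimulated DMSO wells for no effect and DMSO wells without LPI for full effect; some results filed as inactive read as strong as hits; confirmed hits need IC50 under 10 µM and bright autofluorescent wells are also inconclusive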
HEK293 NOD2/NF-kB: inhibition of NOD2-driven NF-kB reporter – cell-based, luminescence, uHTS, HEK293 (AID 1566) | HEK293 NOD2/NF-kB luciferase reporter, luminescence; higher % means a stronger effect | inhibition, % at 4 µM, or EC50 in µM where a hit was titrated | 290,000 tested, 0.63% active; further: many of its hits are not listed in these tables
GPR55 activation: GPR55 agonists via beta-arrestin recruitment, primary screen, imaging, U2OS cells, beta-arrestin-GFP redistribution (AID 1961). U2OS GPR55 beta-arrestin-GFP redistribution imaging; higher % means a stronger effect. one-dose activation, % at 10 µM; EC50 in µM for titrated hits. 290,000 tested, 0.048% active;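 active means activation above 40% with more than 50 cells counted in the well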;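 further: U2OS osteosarcoma cells stably expressing GPR55 and beta-arrestin-GFP; plate controls were DMSO negative control for no effect and LPI positive control for full effect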
NOD1 inhibition: inhibition of NOD1-driven NF-kB reporter – cell-based, luminescence, uHTS, primary screen (AID 1578); one-dose inhibition, % at 4 µM; EC50 in µM for titrated hits; NOD1-driven NF-kB luciferase reporter cells, luminescence; higher % means a stronger effect; 290,000 tested, 1% active; in the data active means inhibition mostly above about 36%, no sharp cut-off; inactive means mostly below about 34%;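 further: HEK-293T reporter cells stimulated with the NOD1 agonist gamma-tri-DAP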
KOR beta-arrestin-2: kappa opioid receptor blockers – cell-based, luminescence, uHTS (AID 1778). KOR beta-arrestin recruitment, luminescence, antagonist mode; higher % means a stronger effect. 290,000 tested, 0.091% active. inhibition, % at 10 µM; hits with a dose series show IC50 in µM; further: strong numbers were not always called active
MgcRacGAP inhibition: MgcRacGAP GTPase-activating activity inhibitors, confirmation, biochemical, ADP Hunter fluorescence; 340,000 tested, 0.6% active; inhibition, % at 30 µM; hits with a dose series show IC50 in µM; AID 624330; MgcRacGAP-stimulated Rac1 GTP hydrolysis, ADP Hunter fluorescence; higher % means a stronger effect; GST-tagged Rac1 F28L mutant substrate;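 active means first-screen hits whose inhibition reached a set limit at any dose in the follow-up dose series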;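 further: fluorescence reports GDP produced by GAP-driven GTP hydrolysis; strong numbers were not always called active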
Starred values were filed as active, the others as inactive; . = no result given; [ ] = dose if it differs, or a comment. Unless noted, no stated cut-off is given here; in the data, active means inhibition above about 50%; inactive means the rest. An excerpt. The share of hits here may be higher or lower than overall.

SMILES	KOR beta-arrestin-1	SV40 large T antigen	HIV fusion peptide	GPR55 antagonists	HEK293 NOD2/NF-kB	GPR55 activation	NOD1 inhibition	KOR beta-arrestin-2	MgcRacGAP inhibition
Cc1cc(CNC(=O)C2CCC(=O)N(CCc3cccc(F)c3)C2)nn1C (stereo not drawn)	-3.4%	18%	1.3%	1%	8%	-0.1%	-8%	0%	1%
Cc1ccc2occ(-c3nn[nH]n3)c(=O)c2c1	3.4%	-3%	-1.2%	10%	18%	0.0%	-16%	15%	2%
COc1cccc(NC(=O)CCS(=O)(=O)c2ccc(Br)cc2)c1	2.6%	-1%	-1.1%	0%	0%	0.0%	-7%	-30%	10%
COc1ccc(-c2cn(Cc3ccc4ccccc4c3)nn2)cc1	-0.7%	8%	-0.4%	-11%	-10%	0.8%	-35%	-50%[20 µM]	8%
CCOC(=O)c1cc2[nH]c3ccccc3c2[n+](-c2ccc([N+](=O)[O-])cc2)c1C	5.7%	0%	1.3%	17%	-9%	0.1%	-25%	41%	9%
CCC(=O)c1ccc(OCC(=O)Nc2nn3cnnc3s2)cc1	0.5%	1%	16%	-9%	-1%	-1.0%	-21%	-38%	8%
c1ccc(Oc2ncnc3sccc23)cc1	-1.7%	18%	-1.5%	2%	10%	0.6%	-20%	-2%	5%
C/C=C/C(=O)OCC(=O)Nc1c(Cl)cccc1Cl	1.9%	20%	2.2%	-1%	4%	0.0%	4%	-62%	4%
Cc1ccc(S(=O)(=O)Nc2ccccc2C(N)=O)cc1	2.0%	9%	0.5%	-6%	0%	-0.2%	-12%	-27%	7%
CC(C)(C)OC(=O)N/N=C/c1ccc(Br)cc1	-0.8%	-7%	0.8%	-1%	-45%	-0.4%	-75%	-12%	11%
COc1cccc(-c2ccc(SCC(=O)NC3CCCCC3)nn2)c1	-0.9%	18%	1.0%	0%	3%	0.0%	-21%	-18%	6%
COc1ccc(NC(=O)c2cc(OC)c(OC)cc2OC)c(S(=O)(=O)N2CCOCC2)c1	1.4%	.	5.5%	6%	10%	0.0%	6%	2%	19%
CCOc1cc(C(=O)N2CCN(c3ccc(C(C)=O)cc3)CC2)cc(OCC)c1OCC	3.7%	-1%	-0.2%	3%	12%	-0.1%	-8%	15%	-1%
CC(C)(C)c1ccc(SCCc2ccncc2)cc1	2.2%	4%	-0.8%	1%	23%	0.3%	-9%	-70%[20 µM]	0%
O=C(CNC(=O)c1ccc(OC(F)F)cc1)NCC1CCCO1 (stereo not drawn)	-1.8%	31%	-0.8%	22%	1%	-0.1%	-30%	-1%	9%
CCOC(=O)C1=C(C)NC2=C(C(=O)c3ccccc32)C1c1cccc2ccccc12 (stereo not drawn)	0.6%	11%	-1.1%	11%	-3%	-1.5%	-1%	39%	9%
CCN(CC)CCCNc1nc(CN2CCOCC2)nc2sc3c(c12)CCC3	-5.8%	5%	0.6%	22%	14%	0.5%	-13%	16%	3%
COc1nc2ccccc2nc1N1CCN(Cc2ccc3c(c2)OCO3)CC1	3.3%	.	-0.1%	9%	-3%	-0.1%	-6%	17%	6%
O=C(CNC(=O)Cc1ccccc1)NCC(=O)OCC(=O)c1ccccc1Cl	1.8%	-2%	-0.2%	5%	10%	0.3%	6%	-35%	-6%
O=C(CSc1n[nH]c(=O)n1C1CC1)Nc1cc(Cl)ccc1Oc1ccccc1	2.8%	3%	-1.5%	-11%	13%	-0.3%	15%	-35%	5%

One compound at a time (already shown):
Shown for Cc1cc(CNC(=O)C2CCC(=O)N(CCc3cccc(F)c3)C2)nn1C (stereo not drawn) : KOR beta-arrestin-1 = -3.4%; SV40 large T antigen = 18%; HIV fusion peptide = 1.3%; GPR55 antagonists = 1%; HEK293 NOD2/NF-kB = 8%; GPR55 activation = -0.1%; NOD1 inhibition = -8%; KOR beta-arrestin-2 = 0%; MgcRacGAP inhibition = 1%
Shown for CCOc1cc(C(=O)N2CCN(c3ccc(C(C)=O)cc3)CC2)cc(OCC)c1OCC : KOR beta-arrestin-1 = 3.7%; SV40 large T antigen = -1%; HIV fusion peptide = -0.2%; GPR55 antagonists = 3%; HEK293 NOD2/NF-kB = 12%; GPR55 activation = -0.1%; NOD1 inhibition = -8%; KOR beta-arrestin-2 = 15%; MgcRacGAP inhibition = -1%

Further entries
SMILES	KOR beta-arrestin-1	SV40 large T antigen	HIV fusion peptide	GPR55 antagonists	HEK293 NOD2/NF-kB	GPR55 activation	NOD1 inhibition	KOR beta-arrestin-2	MgcRacGAP inhibition
COC(=O)CNC(=O)C12CC3(C)CC(C)(CC(C)(C3)C1)C2	2.8%	19%	0.7%	-5%	-19%	0.0%	-25%	-30%	10%
CC(C)CN(CC(C)C)S(=O)(=O)N1CCC(C(=O)NCCN2CCOCC2)CC1	1.0%	6%	0.7%	8%	24%	-2.3%	-14%	28%	2%
CC(=O)c1ccc(-c2ccccc2[C@H]2[C@H]3C=CC[C@@H](C)[C@@H]3C(=O)N2Cc2ccccc2)cc1	2.2%	.	0.6%	36%	10%	0.6%	11%	20%	.
CN(C)CCC(=O)c1ccc(Cl)cc1	-0.7%	-3%	3.7%	1%	25%	-0.1%	20%	1%	10%
O=C(NC(=S)N1CCN(Cc2ccccc2)CC1)c1ccccc1	15%	8%	0.0%	-1%	6%	0.1%	11%	17%	5%
CC1CCC(C(C)C)C(OC(=O)CSc2nccc(=O)[nH]2)C1 (stereo not drawn)	11%	2%	8.9%	-4%	-22%	-0.1%	56%	34%	5%
CCn1cc(C(=O)Nc2ccc(C)cc2C)c(=O)c2ccc(C)nc21	.	8%	1.4%	20%	10%	0.2%	-32%	-28%[20 µM]	.
Cc1ccc(CC(=O)O/N=C(\N)c2ccccn2)cc1	6.2%	0%	-1.5%	9%	2%	0.0%	14%	0%	7%
CCN(CC)C(=O)CC(c1ccc(OC)cc1)c1c(O)cc(OC)cc1OC (stereo not drawn)	4.2%	16%	1.3%	5%	0%	0.0%	2%	3%	-1%
Cn1c(N)c(C(=O)c2ccc(Cl)cc2)c(=O)n(C)c1=O	-5.0%	-1%	2.9%	5%	14%	1.3%	4%	-8%	0%
c1ccc(-c2[nH]ncc2CN2CCN(Cc3ccc4c(c3)OCO4)CC2)cc1	-4.0%	23%	-0.9%	2%	2%	-0.2%	-8%	-23%	9%
O=C(NCCc1ccccc1)C(=O)NCC1OCCN1S(=O)(=O)c1ccc(Br)cc1 (stereo not drawn)	0.3%	11%	-1.0%	14%	20%	-0.2%	-14%	-7%	3%
CN1CCN(Cc2c(O)c(Cl)cc3c(-c4ccccc4)cc(=O)oc23)CC1	-3.9%	4%	0.6%	6%	15%	-0.2%	11%	11%	5%
COC(=O)c1c(-c2ccc(F)cc2)noc1N	-1.4%	8%	1.5%	1%	4%	-0.5%	-7%	-13%	6%
N#C/C(C(=O)NCc1ccccc1)=C1/N=C(NC(=O)c2cccs2)c2ccccc21	-7.2%	16%	4.3%	10%	12%	0.2%	-14%	5%	7%
O=C(N1CCOCC1)C1(c2ccc(Cl)cc2)CCCC1	0.1%	7%	-2.0%	44%	-9%	-0.1%	-14%	-55%	7%
CCOC(=O)c1ccc(NC(=O)c2c(NC(=O)CCC(=O)O)sc3c2CCCCC3)cc1	.	15%	24%	7%	-21%	-0.1%	-45%	-7%[20 µM]	.
Cc1ccc(O)c(N=CC2=C(O)c3ccccc3C2=O)c1	-8.8%	17%	4.3%	10%	-67%	0.1%	-80%	-47%	-3%
Cc1ccc(C)c(OCC(=O)Nc2ccccc2C(=O)N2CCN(C)CC2)c1	2.1%	23%	2.9%	17%	3%	-0.1%	-24%	6%	5%
CCC(CC)N1CCN(CCc2ccccc2)C(CCO)C1 (stereo not drawn)	.	7%	-0.6%	-6%	-1%	-0.1%	-18%	-34%[20 µM]	3%
Cc1nc(-c2ccc(NC(=O)c3ccccc3)cc2)cs1	.	-6%	-1.3%	-6%	-169%	0.2%	-44%	-17%[20 µM]	6%
CCOC(=O)c1c(NC(=O)/C=C/c2ccc(C)o2)sc(C)c1C	0.4%	2%	2.2%	14%	24%	-0.2%	-12%	27%	12%
Clc1ccccc1OCc1nnc(-c2ccccc2)o1	-6.5%	7%	-1.4%	14%	-90%	-0.2%	-40%	2%	11%
Cc1ccccc1N1C(=O)C2C3C=CC(C2C1=O)N(C)C3=O (stereo not drawn)	-2.9%	-5%	-0.9%	6%	14%	0.4%	-28%	-31%	6%
NC(=O)c1cn(-c2ccccc2)nc1-c1cccnc1	-2.1%	-2%	-0.4%	-2%	7%	0.3%	-24%	10%	10%
COCCn1c(C)c(C)c2c(NCCc3ccccc3)ncnc21	-0.5%	0%	-0.2%	-3%	0%	0.0%	-3%	-28%	19%
COC(=O)CNC(=O)COC(=O)c1ccc(Cl)nc1	-5.4%	1%	-0.9%	12%	5%	-0.4%	-20%	4%	-1%
COc1cc(OC)cc(N2C(=O)CC(N3CCC(C(=O)N4CCCCC4)CC3)C2=O)c1 (stereo not drawn)	3.7%	4%	0.1%	-12%	3%	0.8%	-31%	0%	10%
CC1CC(Nc2ccccc2)c2ccccc2N1C(=O)c1ccccc1F (stereo not drawn)	-3.4%	0%	-0.8%	-10%	12%	0.5%	-8%	-14%[20 µM]	5%
Cc1cc(C)cc(NS(=O)(=O)c2ccc(NC(=O)C3CCCCC3C(=O)O)cc2)c1 (stereo not drawn)	17%	10%	8.3%	10%	5%	-0.1%	7%	8%	10%
Cc1ccc(S(=O)(=O)N2CCN(C(=O)CSc3nccn3C)CC2)cc1	0.4%	7%	-1.7%	2%	9%	0.2%	1%	25%	12%
Cc1cc(C)cc(C(=O)Nc2nnc(SCC(=O)N3CCCc4ccccc43)s2)c1	-3.3%	3%	-0.5%	-2%	-10%	0.3%	-21%	9%	3%
Cn1cccc1/C=C1\SC(=S)N(NC(=O)c2ccccc2)C1=O	-1.1%	-1%	35%	8%	4%	-0.2%	-63%	-14%	5%
CCOC(=O)/C(C#N)=N/Nc1ccc(S(=O)(=O)N2CCc3ccccc32)cc1	-3.6%	29%	5.4%	8%	35%	1.0%	35%	-3%	6%
Cc1ccccc1OCC1Cc2c(nc(N)c(C#N)c2N)O1 (stereo not drawn)	4.5%	-1%	0.0%	4%	-73%	-0.2%	-69%	-19%	1%
Cc1cc(NC(=O)C2CCCCC2)ccc1NC(=O)c1ccccc1Cl	4.8%	4%	3.8%	-1%	12%	0.0%	6%	-3%	1%
O=C(CSc1ccccc1)NCc1ccccc1	-6.9%	12%	0.4%	-6%	1%	0.4%	-33%	-31%[20 µM]	15%
CC(C)(C)n1nc2c(c1NC(=O)Cc1ccc(F)cc1)CSC2	-3.9%	3%	-0.4%	15%	14%	-0.2%	1%	14%	10%
Cc1ccc(NC(=O)NCc2ccc3c(c2)OCO3)cc1	-3.2%	0%	0.0%	13%	-16%	-0.1%	-50%	1%	0%
CC(=O)N(Cc1ccccc1)Cc1nc2sc(C)c(C)c2c(=O)[nH]1	-0.7%	.	-0.7%	1%	7%	-0.1%	-11%	-2%[20 µM]	3%
CCN(CC)C(=O)c1cn(-c2ccccc2)nc1-c1ccc2c(c1)OCCO2	-4.9%	2%	-0.9%	14%	16%	-0.1%	9%	-23%[20 µM]	6%
